Source: PubChem BioAssay (several laboratories)
bovine MsrA act: activates bovine MsrA enzyme. purified bovine MsrA, absorbance read-out. activation, % at 10.6 µM. 360,000 tested, 0.3% active. AID 602163; in the data active = activation above about 7.5%;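 note: 0% = vehicle and 100% = reference activator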
Rin1-Abl PPI inh: inhibitors of human Rin1-Abl protein interaction; AID 588664; inhibition, % at 7.35 µM; TR-FRET Rin1/Abl binding, biochemical; 360,000 tested, 0.4% active; P00519+Q13671; in the data active = inhibition above about 5%, passing the limit was not always enough
E coli Lon inh: inhibits E. coli Lon protease; P0A9M0; purified E. coli Lon protease, fluorescence polarization; inhibition, % at 7.94 µM; 360,000 tested, 0.42% active; AID 602123; in the data active = inhibition above about 13%, passing the limit was not always enough;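 note: 0% = enzyme with probe and DMSO and 100% = no enzyme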
CSN deneddyl inh: CSN deneddylation inhibition; Q92905; Purified CSN, SCF-Nedd8-OG deneddylation, fluorescence polarization; inhibition, % at 12.5 µM; 360,000 tested, 0.38% active; AID 651999;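 active = pattern-corrected inhibition above about 35%, with an unprinted fluorescence ratio check between 0.5 and 1.5, limit read from the data, passing the limit was not always enough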;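 note: 0% = enzyme with substrate and 100% = substrate without enzyme; some results filed as inactive read as strong as hits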
Target sequence (Q92905 whole entry, looked up, one chain of several): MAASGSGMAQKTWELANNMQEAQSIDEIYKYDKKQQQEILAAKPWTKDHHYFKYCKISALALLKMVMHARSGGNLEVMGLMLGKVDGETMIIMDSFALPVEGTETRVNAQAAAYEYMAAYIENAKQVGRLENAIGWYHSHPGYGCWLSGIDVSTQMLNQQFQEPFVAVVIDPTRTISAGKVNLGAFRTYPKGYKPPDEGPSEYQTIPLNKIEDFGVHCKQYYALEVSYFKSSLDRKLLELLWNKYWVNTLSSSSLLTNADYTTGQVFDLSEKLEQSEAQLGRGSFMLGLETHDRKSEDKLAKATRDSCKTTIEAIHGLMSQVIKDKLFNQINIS
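Assay system: HEK293T-derived human Csn5 enzyme; quantity: 0.24 nM enzyme; medium: Tris/NaCl/DTT buffer, pH 7.5; also added: substrate SCFSkp2-Nedd8OG, 10 nM; doses: 12.5 µM compound; schedule: 90 min reaction at room temperature; signal: FP; read-out: % inhibition of substrate cleavage by Csn5; benchmarks: substrate-only high control, full reaction low control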
Neddyl block: inhibitors of human cullin neddylation. P61081+Q13564. AID 651699. calls only at 25 µM. 360,000 tested, 0.58% active. TR-FRET cullin neddylation, biochemical; in the data active = inhibition above about 36%
Target sequence (P61081 whole entry, looked up): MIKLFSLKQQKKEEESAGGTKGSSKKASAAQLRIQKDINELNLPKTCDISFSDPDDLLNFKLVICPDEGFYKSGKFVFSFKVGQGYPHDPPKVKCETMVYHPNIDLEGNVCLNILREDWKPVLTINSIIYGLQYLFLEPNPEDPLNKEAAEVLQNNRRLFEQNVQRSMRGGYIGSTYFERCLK
Target sequence (Q13564 whole entry, looked up): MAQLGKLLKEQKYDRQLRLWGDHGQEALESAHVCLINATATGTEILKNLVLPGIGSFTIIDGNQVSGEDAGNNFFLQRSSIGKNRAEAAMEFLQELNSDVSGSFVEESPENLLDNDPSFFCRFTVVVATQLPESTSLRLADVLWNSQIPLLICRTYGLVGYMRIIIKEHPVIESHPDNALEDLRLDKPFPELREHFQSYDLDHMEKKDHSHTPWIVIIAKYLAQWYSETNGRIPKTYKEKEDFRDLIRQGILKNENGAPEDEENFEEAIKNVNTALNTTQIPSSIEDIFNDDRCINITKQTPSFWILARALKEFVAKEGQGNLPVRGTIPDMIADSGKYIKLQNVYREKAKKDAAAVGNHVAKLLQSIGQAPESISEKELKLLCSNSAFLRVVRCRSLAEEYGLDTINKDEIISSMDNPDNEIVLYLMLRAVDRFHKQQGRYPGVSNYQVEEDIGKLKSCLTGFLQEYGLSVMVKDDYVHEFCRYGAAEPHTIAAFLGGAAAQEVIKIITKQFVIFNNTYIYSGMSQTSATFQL
MsrA inh: inhibits bovine methionine sulfoxide reductase A | purified bovine MsrA, absorbance read-out | inhibition, % at 15.5 µM | 360,000 tested, 0.75% active | AID 651718; in the data active = inhibition above about 4.5%;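 note: 0% = vehicle wells with enzyme and 100% = reference inhibitor wells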
MLLE-PAM2 inh: inhibitors of microRNA-mediated deadenylation, human PABP1 MLLE binding. inhibition, % at 20 µM. GST-MLLE / FITC-PAM2 fluorescence polarization. 360,000 tested, 0.36% active. P11940. AID 588489; in the data active = inhibition above about 35%, passing the limit was not always enough;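 note: plate controls were DMSO wells with GST-MLLE for no effect and wells lacking GST-MLLE protein for full effect; some results filed as inactive read as strong as hits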
Tb MetRS inh: blocks T. brucei methionyl-tRNA synthetase activity. purified T. brucei MetRS, ATP depletion, Kinase-Glo luminescence. inhibition, % at 11.9 µM. 360,000 tested, 0.4% active. AID 624268;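 active = inhibition above a per-plate cutoff of the control wells' mean inhibition plus 3 SD, cut at about 5.5% in these data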;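 note: 0% = DMSO wells median and 100% = median of wells with control inhibitor compound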
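Test system: purified T. brucei MetRS enzyme. Also added: ATP, methionine and E. coli bulk tRNA substrates. Compound: 11.9 µM single point. Schedule: 15 min enzyme-compound preincubation, 2 h reaction, 10 min detection, 25 °C. Signal: luciferase luminescence of residual ATP, Kinase-Glo. Evaluation: percent inhibition versus plate control medians. Controls: DMSO wells, low control.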
FAS TE block: FAS thioesterase (human) inhibition; P49327; recombinant FAS-TE, OMFH fluorogenic substrate, fluorescence endpoint; inhibition, % at 15 µM; 360,000 tested, 0.67% active; AID 602261;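 active = compounds whose normalised, plate-corrected inhibition of enzyme fluorescence in the single-dose primary screen is 50% or more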;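 note: 0% = DMSO with enzyme and 100% = substrate without enzyme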
The depositor's hits bear a star; i = inactive; / = not tested or not shown.

structure	bovine MsrA act	Rin1-Abl PPI inh	E coli Lon inh	CSN deneddyl inh	Neddyl block	MsrA inh	MLLE-PAM2 inh	Tb MetRS inh	FAS TE block
Cc1c(NC(=O)/C(=C/c2cccs2)c2cccs2)c(=O)n(-c2ccccc2)n1C	-2	-2	-6	-4	i	4.1	5	0.0	-2
CCCn1cc(S(=O)(=O)c2ccc(C)cc2)c(=O)c2cc(OC)ccc21	-4	0	1	-2	i	-0.1	5	-0.2	8
CCCOc1ccc(C(=O)Nc2cccnc2)cc1	-1	3	-7	-5	i	0.2	5	-0.3	-4
Cc1cccc(Oc2cc([N+](=O)[O-])cc3c2C(=O)Nc2ccccc2O3)c1	-4	2	-69	39*	i	0.4	-22	-0.3	19
N#Cc1cc([N+](=O)[O-])ccc1N1CCN(c2ccccc2O)CC1	1	-4	3	-9	i	0.9	18	2.9	24
O=C(CSc1nnc(-c2ccccc2F)n1C1CCCCC1)Nc1cc(C(=O)O)ccc1Cl	-2	1	-7	-3	i	-1.1	-62	-0.3	-2
CCOc1ccc(N/C=C\C(=O)c2ccc3c(c2)OCO3)cc1	-3	1	8	0	/	-0.8	3	-0.1	-3
c1ccc(NC2=Nc3cccc4cccc2c34)cc1	-3	-2	-5	10	i	-0.3	-27	0.0	3
COc1ccc(NC(=O)CCCCCN2C(=O)[C@@H]3Cc4ccccc4CN3C2=O)cc1Cl	-2	-1	6	2	i	-1.1	10	-0.1	5
O=[N+]([O-])c1ccc(Cl)cc1NCc1cccnc1	-2	-10	8	-3	i	-0.8	-17	-0.2	2
O=C(Cc1ccccc1)N/N=C/c1cc(Br)cc(Br)c1O	-7	-1	-7	-2	i	0.9	-9	-0.9	26
COc1ccc(NC(=O)CCS(=O)(=O)c2ccccc2Cl)cc1S(=O)(=O)Nc1ccc(Cl)cc1	-3	-4	-1	2	i	1.9	-7	0.1	15
COC(=O)C(O)(CC(=O)Nc1ccc(OC)cc1)C(F)(F)F (stereo not drawn)	-1	2	-10	3	i	0.3	11	-0.4	-7
NC(=O)C1CCC(NC(=O)OCc2ccccc2)CC1 (stereo not drawn)	-2	-1	3	2	i	0.4	-1	-0.8	-4
COc1ccc(N(CC(=O)NC2CCCC2)C(=O)Cn2nnc(-c3ccc(OC)c(OC)c3)n2)cc1	-3	3	-9	1	i	0.6	2	0.0	3
Cc1nc(NC(=O)CSc2nnc3ccccn23)c(Cl)cc1Cl	0	-3	0	1	i	-0.2	-6	-0.2	-4
NC(=S)n1[nH]c(-c2ccc([N+](=O)[O-])cc2)c(N=Nc2ccc(Cl)cc2)c1=O	-2	1	-1	-7	i	/	38	0.0	66*
CC(=O)C(C)Oc1cc(C)cc2oc(=O)c(C)c(C)c12 (stereo not drawn)	0	0	2	0	/	-1.5	-1	-0.1	-3
OCC(O)C1OC(Oc2ccccc2)C(O)C(O)C1O (stereo not drawn)	-4	1	-12	0	i	0.1	11	-0.2	-5
COc1ccccc1NC(=O)CNC(=O)c1ccccc1	-3	1	-4	-2	i	-0.1	10	-0.1	-9
CN(C)CC(=O)Nc1ccc(Oc2ccc(Cl)cc2)cc1	2	4	1	-3	i	-1.5	0	-0.3	-3
O=C(CCCOc1ccc(Cl)cc1)N1CCCCC1	-1	0	3	2	i	1.6	3	0.2	1
CCN(CC)c1ccc2cc(C(=O)NCc3ccc(F)cc3)c(=N)oc2c1	-4	1	-20	7	/	-1.2	-53	-0.1	-18
CCN(CC)CCNC(=O)CCCCCn1c(=O)[nH]c2cc(C(=O)OC)ccc2c1=O	-8	0	-8	-5	i	0.7	-9	-1.2	-10
CN(C(=O)c1ccco1)c1ccccc1C(=O)O	-7	2	-7	-2	i	-0.2	-7	-0.8	-5
COC(=O)c1sc(NC(=S)NC(=O)c2ccccc2)nc1C	-1	1	10	-9	i	1.4	28	-0.5	-9
COc1cccc2cc(C(=O)N3CCCCC3C)c(=O)oc12 (stereo not drawn)	2	-5	5	-5	i	1.2	11	0.5	-6
c1ccc2c3c(c(CN4CCCC4)cc2c1)COC3	-2	-4	6	2	i	0.1	8	-0.3	-1
COc1ccc(OC(C)C(=O)N2CCOCC2)cc1 (stereo not drawn)	-2	1	5	0	i	0.3	-2	0.0	-4
Cc1cccc([C@@H]2[C@@H]3C(=O)N(Cc4ccccc4)C(=O)[C@@H]3[C@]3(Cc4ccc(Cl)cc4)C(=O)N(c4cccc(Br)c4)C(=O)N23)c1	0	3	6	0	i	-0.2	10	-0.5	91*

Single records, as listed above. Order of screens: bovine MsrA act | Rin1-Abl PPI inh | E coli Lon inh | CSN deneddyl inh | Neddyl block | MsrA inh | MLLE-PAM2 inh | Tb MetRS inh | FAS TE block
Cc1c(NC(=O)/C(=C/c2cccs2)c2cccs2)c(=O)n(-c2ccccc2)n1C is listed with -2 | -2 | -6 | -4 | i | 4.1 | 5 | 0.0 | -2
COc1ccccc1NC(=O)CNC(=O)c1ccccc1 is listed with -3 | 1 | -4 | -2 | i | -0.1 | 10 | -0.1 | -9

The results go on:
structure	bovine MsrA act	Rin1-Abl PPI inh	E coli Lon inh	CSN deneddyl inh	Neddyl block	MsrA inh	MLLE-PAM2 inh	Tb MetRS inh	FAS TE block
COc1ccc(OC)c(C2CC(=O)N3CN(c4ccccc4)CSC3=C2C#N)c1 (stereo not drawn)	0	-5	-9	6	i	1.8	-27	0.5	-1
Cc1oc(-c2cccs2)cc1C(=O)N1CCC(C)(C(=O)NS(=O)(=O)C2CC2)C1 (stereo not drawn)	-3	2	-8	3	i	0.7	2	-0.1	-7
O=C(c1cccnc1)N1N=C2CCCCCC2C1(O)C(F)(F)F (stereo not drawn)	-5	2	-1	-4	i	1.1	6	-1.4	-1
COC(=O)c1ccc(/C=N/NC(=O)CC(=O)NCc2cccnc2)cc1	-4	-1	1	-4	i	0.8	6	0.1	-4
Oc1ccc2ccc3[nH]cnc3c2c1	-3	-4	9	-7	i	0.0	-6	0.7	-6
COc1ccc(C(C[N+](=O)[O-])c2c(C)cc3ccccn23)cc1 (stereo not drawn)	-7	2	-2	0	i	0.5	-7	-0.7	-1
CC1CN(CCCCN2C(=O)c3ccccc3C2=O)CC(C)O1 (stereo not drawn)	-5	3	-3	-2	i	0.3	-5	-0.1	-5
Cc1cc(NC(=O)COC(=O)[C@H](Cc2c[nH]c3ccccc23)NC(=O)c2ccc(F)cc2)no1	-2	-3	1	-1	i	0.3	-12	-0.2	-1
Cn1c(N)c(C(=O)CSc2nnc(-c3cccs3)n2C2CC2)c(=O)[nH]c1=O	-3	5	-8	0	i	-0.1	-18	-0.1	-8
CC(=O)OCC1=C(C(=O)O)N2C(=O)[C@@H](NC(=O)Cc3cccs3)[C@H]2SC1	-2	-1	-10	23	i	0.0	0	-1.0	-4
CC(C)[C@H](NC(=O)NCc1ccco1)C(=O)O	0	-2	-6	-1	i	-0.4	-4	-0.1	0
Cc1cnc(C(=O)OCC(=O)c2ccc(-c3ccccc3)cc2)cn1	-10	0	-3	4	i	-0.5	-48	-0.8	-1
CCOc1ccc(NC2OCC(O)C(O)C2O)c([N+](=O)[O-])c1 (stereo not drawn)	-4	-4	-1	8	i	1.1	2	-1.0	-4
O=C1CC(c2ccccc2)SC(N(c2ccccc2)c2ccccc2)=N1 (stereo not drawn)	-8	2	-2	-4	i	0.1	1	-1.1	16
CCN(CC)S(=O)(=O)c1ccc(N2CCOCC2)c(NC(=S)NC(=O)c2ccco2)c1	-3	1	2	0	i	0.8	37	0.3	8
CC(C)C(=O)Nc1cccc(C(=O)Nc2ccc3c(c2)OCO3)c1	-1	0	2	-3	i	1.7	3	-0.6	-6
O=C1/C(=C/c2cccs2)SC(=S)N1NS(=O)(=O)c1ccccc1	-1	-1	6	33	i	2.2	-17	0.2	2
Cc1ccc(S(=O)(=O)N2CCC(C(=O)N3CCC(C(=O)NCC4CCCO4)CC3)CC2)cc1 (stereo not drawn)	-2	3	-5	2	i	-0.3	-1	-0.4	-2
COc1ccc(NC(=S)Nc2ccc3nc(C)c(C)nc3c2)cc1	1	-1	12	2	i	1.8	13	-0.5	0
COc1ccc([N+](=O)[O-])cc1NC(=O)C(C)Sc1ccc(C)cc1 (stereo not drawn)	2	1	6	0	i	0.6	-9	-0.8	48
NS(=O)(=O)c1ccc(F)c(C(=O)O)c1	-4	0	-2	-7	i	0.2	-5	-0.1	-3
O=C(COC(=O)c1ccc(-c2ccccc2)cc1)Nc1ccccc1-c1ccccc1	-8	-4	4	-9	i	-0.6	-9	-0.7	35
O=C(C[C@H]1C[C@@H]2c3cc(NC(=O)c4ccc5c(c4)OCO5)ccc3O[C@@H]2[C@H](CO)O1)NCc1cc(F)ccc1F	0	5	-3	0	i	-1.3	-18	-0.8	0
Cc1ccc(S(=O)(=O)N2CCN(C(=O)Cn3nc(C)c([N+](=O)[O-])c3C)CC2)c(C)c1	0	2	-1	-3	i	0.9	-1	1.0	5
CCC(CC)C(=O)NCCc1ccc(OC)c(OC)c1	-5	-2	-6	0	i	-0.3	1	-0.5	-3
Cc1cc(C)c2oc(=O)cc(CN3CCN(Cc4ccccc4)CC3)c2c1	-2	-1	1	-2	i	-0.7	0	-1.4	16
Cc1c(NC(=O)C(=O)/C=C(\O)c2ccc(Br)cc2)c(=O)n(-c2ccccc2)n1C	-4	2	-13	-5	i	0.8	-45	-0.2	8
c1ccc2sc(N3CCOCC3)nc2c1	-2	-6	5	-2	i	-2.1	15	-0.4	-10
CC(=O)c1ccc(NC(=O)C(C)OC(=O)C(C)Oc2cccc(C)c2)cc1 (stereo not drawn)	-5	2	-10	0	i	3.4	-2	0.0	-6
O=C(OCCCc1cc2ccccc2c(=O)o1)c1ccco1	-3	1	-5	-1	i	2.0	5	-0.1	0
CC(=O)N1CCOc2ccc(S(=O)(=O)NCCc3ccc(Cl)cc3)cc21	-4	0	-7	-3	i	0.3	1	-0.5	0
O=C(O)COc1ccc(S(=O)(=O)NCCc2ccccc2)cc1	-5	5	0	2	i	0.6	-3	0.2	-3
COc1ccc2c3c([nH]c2c1)C(C)N(CCC(=O)NN)CC3 (stereo not drawn)	-1	-4	0	-2	/	-0.9	-7	0.9	-6
O=C(COc1ccccc1)NC1CCSC1=O (stereo not drawn)	-8	4	1	5	i	0.8	10	-0.9	-7
C[N+]1(C)CC2([N+](=O)[O-])CC=C(Oc3ccccc3)C([N+](=O)[O-])(C2)C1 (stereo not drawn)	-2	2	5	-3	i	-0.9	-156	0.0	-4
COc1cc2c(cc1OC)CN(Cc1cc(=O)n3c(-c4ccccc4)csc3n1)CC2	-1	-1	-9	3	/	0.1	-22	-0.4	8
CN(C)CCOCCOc1ccc(Cl)c2ccccc12	-2	-4	-5	0	i	-0.3	4	0.1	4
CC(=O)c1c(N2CCCCC2)nc(=S)n(Cc2ccccc2)c1C	6	3	1	-1	i	0.9	6	0.3	-7

Printed as active in CSN deneddyl inh, among the entries above:
| molecule | bovine MsrA act | Rin1-Abl PPI inh | E coli Lon inh | CSN deneddyl inh | Neddyl block | MsrA inh | MLLE-PAM2 inh | Tb MetRS inh |
| --- | --- | --- | --- | --- | --- | --- | --- | --- |
| Cc1cccc(Oc2cc([N+](=O)[O-])cc3c2C(=O)Nc2ccccc2O3)c1 | -4 | 2 | -69 | 39* | i | 0.4 | -22 | -0.3 |
